Rac1 GTP hydrolysis: MgcRacGAP GTPase-activating activity inhibitors, confirmation, biochemical, ADP Hunter fluorescence | MgcRacGAP-stimulated Rac1 GTP hydrolysis, ADP Hunter fluorescence; higher % means a stronger effect; GST-tagged Rac1 F28L mutant substrate | inhibition, % at 30 µM, or IC50 in µM where a hit was titrated | 340,000 compounds, 0.6% hits;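 active = first-screen hits whose inhibition reached a set limit at any dose in the follow-up dose series; inconclusive = inhibition above the set first-screen limit but never retested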;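 also: fluorescence reports GDP produced by GAP-driven GTP hydrolysis; strong numbers were not always called active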
RSV CPE inhibition: inhibition of RSV-induced cytopathic effect – HEp-2 cells, primary 10 µM value included (AID 2391). HEp-2 cells, RSV-induced CPE inhibition; higher % means a stronger effect. CPE inhibition, % at 10 µM; hits with a dose series show IC50 in µM. 310,000 compounds, 0.13% hits; in the data active = a potency from the dose series; inconclusive = CPE inhibition mostly from about 23% at the one dose, without a potency; inactive = the rest, 99 in 100 with CPE inhibition below about 21%; also: strong numbers were not always called active
SV40 large T antigen: SV40 large T antigen inhibitors, biochemical (AID 1903) | 310,000 compounds, 0.39% hits | inhibition, % at 20 µM; hits with a dose series show IC50 in µM | SV40 large T antigen ATPase/helicase inhibition assay; higher % means a stronger effect; in the data active = a potency from the dose series; inconclusive = inhibition mostly from about 32% at the one dose, without a potency; inactive = the rest, 99 in 100 with inhibition below about 32%; also: strong numbers were not always called active
T cell modulator: T cell immune modulators affecting CD8 T cell-vesicle binding | calls only at 7 µM | 330,000 compounds, 0.068% hits | 2C CD8+ T cell-vesicle binding, flow cytometry; hits give low values;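 active = response, share of CD8 T cells binding vesicles, and their 90th percentile fluorescence all below set limits, cut at about 80% in these data, passing the limit was not always enough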
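Test system: purified 2C TCR transgenic mouse naive CD8+ T cells. Probe or stimulus: QL9-peptide-loaded Drosophila micro-vesicles bearing Ld, ICAM-1 and B7-1. Incubation: binding step 1.5 h, 37 °C, antibody labelling 20 min, ice. Measured by: flow cytometry of vesicle-bound cells.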
bCat nuc transl: modulators of beta-catenin nuclear translocation; HeLa beta-catenin nuclear translocation, immunofluorescence imaging; nuclear translocation activity, % at 5 µM; 190,000 compounds, 0.3% hits;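 active = nuclear translocation activity above 50% at 5 µM, with a well cell count of 50 or more; inconclusive = wells under 50 cells across six images, flagged as toxic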;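 also: per-cell ratio of nuclear to cytoplasmic median beta-catenin stain intensity; plate controls were DMSO negative control for no effect and GSK-3 inhibitor IX positive control for full effect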
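Test system: human HeLa cells, endogenous beta-catenin. Times: 24 h compound exposure, 37°C. Measured by: beta-catenin immunofluorescence imaging with DAPI.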
WT yeast gro inh: growth inhibition of WT yeast, mitochondrial fusion screen. 190,000 compounds, 2.1% hits. inhibition, % at 10 µM. AID 1362. mitochondrial fusion phenotypic screen, WT strain; in the data active = inhibition above about 58%; tested in S. cerevisiae
Myeloid diff 2: compounds promoting myeloid differentiation; ER-HoxA9 myeloid progenitors, lysozyme-GFP differentiation, flow cytometry; calls only at 10 µM; 360,000 compounds, 1% hits;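 active = normalized GFP-positive differentiation at or above the plate's own cutoff, the solvent-only control mean plus 3 SD; inconclusive = no clear call, values can overlap the other calls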;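 also: cells exposed to compound for four days before flow analysis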
PhoP inhibition: PhoP-dependent GFP reporter repression – Salmonella Typhimurium, primary screen (AID 1863); 300,000 compounds, 0.16% hits; inhibition, % at 50 µM; hits with a dose series show IC50 in µM; S. Typhimurium PhoP-regulated promoter GFP reporter, 4 h; higher % means a stronger effect;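 active = inhibition over 29.93%, a cutoff 3 SD above the screen mean, later confirmed by dose response; inconclusive = inhibition over 29.93% but no dose response follow-up; inactive = inhibition at most 29.93% or unconfirmed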;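 also: 0% = low Mg2+ inducing control and 100% = high Mg2+ repressing control; strong numbers were not always called active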
West Nile antiviral: inhibition of WNV-induced cytopathic effect – cell-based, CPE readout (AID 1621); 290,000 compounds, 0.02% hits; CPE inhibition, % at 10 µM; hits with a dose series show IC50 in µM; West Nile virus-infected cells, CPE inhibition; higher % means a stronger effect; in the data active = a potency from the dose series; inconclusive = CPE inhibition mostly from about 3.7% at the one dose, without a potency; inactive = the rest, 99 in 100 with CPE inhibition below about 2.2%; also: strong numbers were not always called active
WT yeast gro inh mutant strain: further read-out of WT yeast gro inh, marked with its call; inhibition, %; mitochondrial fusion phenotypic screen, mutant strain inhibition
bCat nuc transl cell count 5 µM: also measured in bCat nuc transl; calls as there; cell count; measured here: cell count, cytotoxicity flag
T cell modulator vesicle-bound %: also measured in T cell modulator; calls as there; double positive events, %; measured here: CD8+ vesicle-bound cell fraction;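 binding gate set so that unloaded-vesicle control wells show 10% double positive cells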
Myeloid diff 2 GFP+ MAC1+ %: second read-out of Myeloid diff 2, no call of its own (marks repeat the call); GFP+ MAC1+ double positive, %; measured here: differentiation confirmed by MAC1 staining
Starred values were filed as active, the others as inactive; i = inactive; ? = inconclusive; / = no result given. Rows were taken by chance. Share with any hit: about 3.6%.

SMILES | Rac1 GTP hydrolysis | RSV CPE inhibition | SV40 large T antigen | T cell modulator | T cell modulator vesicle-bound % | bCat nuc transl | bCat nuc transl cell count 5 µM | WT yeast gro inh | WT yeast gro inh mutant strain | Myeloid diff 2 | Myeloid diff 2 GFP+ MAC1+ % | PhoP inhibition | West Nile antiviral
COCc1cc(CN2CCCC(C(=O)Nc3cccc(-n4cnnn4)c3)C2)ccc1OC (stereo unspecified) | 6% | 0.1% | 5% | i | 12 | / | / | / | / | i | 0.7 | 7% | 0.1%
CCC(C)(C)C1CCc2[nH]nc(C(=O)NCCCNC(=O)OC(C)(C)C)c2C1 (stereo unspecified) | 1% | -1.4% | 7% | i | 50 | / | / | / | / | i | 1.7 | -8% | /
COC(=O)c1cc2n(n1)CCN(Cc1cccc(OC)c1)C2=O | 13% | 0.8% | 9% | i | 56 | 1.0 | 1039 | 10 | -3 | i | 0.1 | -7% | -0.2%
CCCNC(=O)c1ccccc1NC(=O)c1ccc(CSc2ccccc2)cc1 | 11% | 4.6% | 13% | i | 10 | -1.0 | 951 | 27 | 31 | i | 0.7 | 8% | -0.5%
COn1c(=O)c(-c2ccccc2)[n+]([O-])c2ccccc21 | 14% | 1.9% | 5% | i | 57 | / | / | / | / | i | 0.6 | 3% | -0.2%
CCCCC(=O)NCCc1ccc(OC)cc1 | 2% | 0.9% | -2% | i | 11 | -4.2 | 1180 | 18 | 16 | i | 0.9 | 11% | 0.5%
Cc1nnc2sc(SCc3cccc(Cl)c3)nn2c1=O | 4% | 0.9% | 11% | i | 57 | -1.8 | 1098 | -9 | -20 | i | 0.8 | 7% | -0.8%
Nc1cc(OC(=O)c2cccs2)nn1S(=O)(=O)c1ccccc1 | 5% | 1.9% | 3% | i | 34 | 0.0 | 1092 | -8 | 1 | i | 0.4 | 3% | 0.4%
CCN(CC(=O)Nc1ccc(NC(C)=O)cc1)C(=O)Cc1coc2cc(C)c(C)cc12 | 3% | -0.5% | 20% | i | 35 | / | / | / | / | i | 0.5 | -9% | /
CC(C)(C)c1ccc(C(=O)NCc2nnc(SCC(=O)NC3CCCC3)o2)cc1 | 7% | 0.7% | 18% | i | 35 | / | / | / | / | i | 2.3 | -5% | -0.5%
CC(C)(C)NC(=O)CCN1CCOCC1 | -1% | 4.6% | 1% | i | 60 | -1.3 | 1201 | -30 | -103 | i | 0.5 | 5% | 0.7%
COCCn1c(=S)[nH]c2cc(C(=O)NCCc3ccccc3)ccc2c1=O | -1% | 2.4% | 10% | i | 36 | / | / | / | / | i | 4.3 | 0% | -0.4%
CCOC(=O)c1ccc(-n2c(N)c(C(=O)NCc3ccco3)sc2=S)cc1 | 11% | 3.8% | 13% | i | 14 | 2.1 | 1404 | 10 | -5 | i | 1.4 | 13% | 0.6%
CCOc1ccc(NC(C)=O)cc1 | 7% | 0.3% | 23% | i | 42 | / | / | / | / | i | 1.0 | 3% | 0.3%
COc1cccc(S(=O)(=O)Nc2ccc3sc(C)nc3c2)c1 | 0% | 12% | ? | i | 49 | / | / | -8 | 9 | i | 0.9 | 12% | 0.1%
CCCOc1ccc(/C=N/Nc2cc(N3CCOCC3)ncn2)c(O)c1 | 13% | 2.6% | -3% | i | 53 | / | / | / | / | / | / | 0% | ?
CC(=O)N/N=C(\C)c1cccc(NC(=O)c2cccs2)c1 | 7% | -0.2% | 17% | i | 2 | / | / | 7 | -1 | i | 0.8 | 17% | -0.7%
COCc1cc(C)nc(N2CCc3ccccc32)c1C#N | 4% | 0.7% | 0% | i | 55 | 0.4 | 1129 | 6 | -4 | i | 0.8 | 31% | -0.1%
C=C(C)C1CC=C(C)/C(=N/NC(=O)CNc2ccc(C)cc2C)C1 (stereo unspecified) | 7% | -0.2% | 6% | i | 46 | -0.8 | 563 | -7 | -15 | i | 1.0 | -6% | -0.5%
CCOC(=O)CNc1nc(Cl)nc(Nc2ccccc2)n1 | 3% | 2.3% | 23% | i | 46 | 2.0 | 1003 | -19 | 3 | i | 0.1 | -4% | 0.4%
O=C(Cc1ncc(C(F)(F)F)cc1Cl)NCc1ccco1 | 3% | -0.8% | 0% | i | 57 | -1.7 | 1096 | 2 | -16 | i | 1.0 | -5% | 0.1%
CCCN1CNC(=S)N(c2ccc(C)cc2C)C1 | 17% | / | 9% | i | 51 | 0.3 | 1023 | / | / | i | 0.5 | 0% | 0.3%
O=C(CSc1ccccc1F)NC(=O)NCc1ccco1 | 11% | 0.4% | 15% | i | 42 | -0.9 | 1105 | -2 | -17 | i | 0.1 | 5% | 0.5%
O=C(COC(=O)C1=NN(c2ccccc2)C(=O)CC1)NCc1ccccc1Cl | 6% | 0.7% | / | i | 3 | / | / | / | / | i | 1.1 | / | /
COc1ccc(CN2CCCCC2c2cccnc2)c(OC)c1C (stereo unspecified) | 8% | -0.7% | / | i | 43 | -1.2 | 1166 | -4 | -10 | i | 6.5 | / | -0.5%
CC(C)S(=O)(=O)c1cnc(-c2ccccn2)nc1N | 2% | 0.9% | 11% | i | 20 | 0.7 | 1315 | / | / | i | 0.7 | -8% | 0.6%
O=C(CCN1CCN(CCO)CC1)Nc1ccc(OCc2ccccc2)cc1 | 12% | -1.4% | 2% | i | 43 | -2.9 | 1242 | -17 | -2 | i | 0.8 | 6% | -0.3%
CCOc1ccc(S(=O)(=O)N/N=C2/CC(c3ccccc3)Oc3ccccc32)cc1 (stereo unspecified) | 6% | 4.3% | 9% | i | 20 | 1.2 | 1062 | 39 | 15 | i | 1.1 | 14% | 0.0%
CCCCN(CC)S(=O)(=O)c1ccc2c(c1)n(C)c(=O)c(=O)n2C | 11% | -0.3% | 11% | i | 51 | 0.4 | 1224 | / | / | i | 0.2 | -4% | -0.2%
COc1cc(NC(=O)CN2C(=O)c3ccccc3Sc3ccc(C(=O)N4CCOCC4)cc32)cc(OC)c1OC | 6% | 3.7% | 10% | i | 13 | -0.4 | 1074 | 20 | 16 | i | 0.1 | 2% | -0.5%
CC(C)(C)NC(=O)CSc1nnc(-c2ccncc2)n1Cc1ccccc1 | 0% | 0.1% | 1% | i | 43 | -2.8 | 1009 | 7 | 10 | i | 0.8 | -9% | -0.4%
COCCN(CCOC)C(=O)CC(=O)N(CCOC)CCOC | 3% | -1.0% | 10% | i | 27 | / | / | -11 | -4 | i | 1.6 | -8% | 0.6%
Cn1nc(C(=O)N2CCN(c3cccc(Cl)c3)CC2)c2c1-c1ccccc1S(=O)(=O)C2 | 1% | ? | 4% | i | 9 | / | / | / | / | i | 3.6 | -4% | 0.1%
COc1ccc(OCCN2C(=O)c3ccccc3C2=O)c([N+](=O)[O-])c1 | 9% | 0.7% | 2% | i | 62 | / | / | / | / | / | / | -1% | 0.3%
CNc1nc(-c2ccc3c(c2)CCN3C(=O)c2ccccc2C)cs1 | 10% | 52% | 21% | i | 17 | 0.8 | 1536 | 10 | -5 | i | 0.8 | 15% | -1.2%
O=C(CSc1ncccc1-c1nc2ccccc2[nH]1)NCc1ccco1 | 9% | 0.5% | 19% | i | 21 | -0.2 | 915 | 1 | 5 | i | 2.7 | -2% | -0.1%
Cc1cc(C)c2[nH]c(=O)c(CN(Cc3ccco3)C(=S)NCC3CCCO3)cc2c1 (stereo unspecified) | 4% | 0.8% | 12% | i | 55 | -1.2 | 908 | -8 | 13 | i | 0.2 | -2% | -0.8%
CCn1ccnc1CNC(=O)c1ccc(OC2CCN(C(=O)COC)CC2)cc1 | -1% | 1.0% | -1% | i | 9 | / | / | / | / | i | 1.6 | -2% | 0.0%
Cc1cc(C)c(NC(=O)CCCN2CCOCC2)c(C)c1 | -3% | -0.1% | 1% | i | 8 | 1.8 | 1049 | -3 | -7 | i | 0.7 | 1% | 0.0%
O=C(Nc1ccccc1-c1nnc(SCc2ccccc2Cl)o1)c1ccccc1 | 0% | 7.2% | 10% | i | 30 | 4.4 | 1350 | -11 | -2 | i | 1.4 | 24% | -0.7%
Clc1ccc(C2CC(c3cccs3)n3ncnc3N2)c(Cl)c1 (stereo unspecified) | 1% | 0.1% | 7% | i | 32 | -1.5 | 1142 | 20 | 12 | i | 1.9 | -3% | /
CCOC(=O)C1(CCOC)CCN(C2C3CC4CC(C3)CC2C4)CC1 (stereo unspecified) | 2% | -1.7% | 8% | i | 38 | 4.8 | 1007 | 1 | 5 | i | 0.5 | -4% | -0.3%
CCc1nc(SCC(=O)NCc2ccc(F)cc2)c2c(=O)n(C)c(=O)n(C)c2n1 | 2% | 0.9% | 10% | i | 18 | 1.0 | 1082 | 4 | -8 | i | 4.3 | 4% | /
Cc1ccc(S(=O)(=O)N2CCN(C(=O)COC(=O)CNC(=O)c3ccc(Cl)cc3Cl)CC2)cc1 | -4% | -1.5% | 9% | i | 14 | / | / | / | / | i | 0.7 | 8% | /
Cc1ccc(-c2nn3c(C)nnc3s2)cc1NC(=O)c1ccc(OC(C)C)cc1 | 3% | 2.8% | 3% | i | 56 | / | / | 18 | 7 | i | 2.5 | 5% | 1.0%
CC(=O)c1cccc(NC(=O)CNC(=O)c2sc3ccccc3c2Cl)c1 | 6% | 2.5% | 1% | i | 42 | / | / | / | / | i | 1.7 | -4% | /
O=C(NCCc1ccccn1)/C(=C/c1ccco1)NC(=O)c1ccccc1 | 6% | 0.4% | 4% | i | 14 | 1.1 | 1469 | -20 | -22 | i | 1.0 | 10% | -0.9%
CC(=O)c1ccccc1NC(=O)COC(=O)C1CCCN1S(=O)(=O)c1ccccc1F (stereo unspecified) | 0% | 1.8% | / | i | 51 | / | / | / | / | i | 0.3 | / | /

Assay outcomes as filed in PubChem BioAssay.
